HTT cytoprotect: cytoprotection in Huntington HTT-Q103 PC12 cell model; PC12 HTT-Q103 induced, cytoprotection, ATP luminescence, 40 h; actives 0.14% (n = 230,000); Potency, µM (highest dose often 56.4 µM), without a hit: cytoprotection (ATP increase), actives largely listed as activators;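 also: potency is read from the fitted curve at half-maximal effect; % of control where 0% means no effect; nearly all actives have a fitted effect of over 45% in size; toxic huntingtin expression switched on by the ecdysone agonist tebufenozide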
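Stable PC12 Q103-GFP cells in serum-supplemented, phenol red-free DMEM; induction by tebufenozide at 100 nM final; compound dose series; cell viability quantified luminescently from ATP.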
LMNA splice mod: modulators of lamin A splicing | HeLa LMNA splicing GFP/RFP minigene ratio, 48 h | AID 1487 | Potency, µM (doses to about 46.1 µM), inactives show top-dose ratio change, negative = inhibition, usual class: inhibitors | actives 0.01% (n = 200,000); active = well fitted inhibition curve with a large enough effect in the signal ratio, with a control signal flat, not every such curve was filed as active; inconclusive = small, poorly fitted or top-dose-only effect, or effect the other way, or a change in a side signal; the % refers to the signal ratio; also: potency is read from the fitted curve at half-maximal effect; % is scaled to controls: 0 for no effect and ±100 for the full control effect
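S3 HeLa stable clones carrying a lamin A-EGFP splicing minigene plus DsRed2 were seeded at 600 cells/well in Opti-MEM with 2% FBS, pin-dosed and incubated 48 h at 37°C. Acumen cytometry (488 nm) gave the GFP/RFP total-intensity ratio.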
GAA spleen mod: lysosomal alpha-glucosidase (human) modulation; P10253; human spleen homogenate, 4-MU-alpha-glucoside fluorescence; Potency, µM (titrated, usually from 79.9 µM), for the others: at the highest dose activity change, negative = inhibition, actives largely listed as inhibitors; actives 0.006% (n = 240,000);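 also: potency is read from the fitted curve at half-maximal effect; 0% = enzyme with vehicle and -100% = no enzyme basal signal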
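Human spleen homogenate (1 ug) incubated with compounds and 1 mM 4-methylumbelliferyl-alpha-D-glucopyranoside in pH 5.0 citrate/phosphate buffer, 37 C, 40 min. Stopped at pH 10; 4-MU fluorescence (Ex 365/Em 440 nm); AC50 by Hill fit.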
GAA inhib: alpha-glucosidase (human) inhibition | P10253 | purified human GAA, 4-MU-alpha-glucoside fluorescence | Potency, µM (top dose mostly 76.9 µM), inactives show at the top dose activity change, negative = inhibition, actives largely listed as inhibitors | actives 0.005% (n = 200,000);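 also: potency is read from the fitted curve at half-maximal effect; plate controls were uninhibited enzyme wells for no effect and no-enzyme background for full effect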
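Human alpha-glucosidase, 4 nM, pre-mixed with test compounds before 400 uM 4-methylumbelliferyl substrate; 20 min room temperature at pH 5.0. Fluorescence read after pH 10 stop; AC50 values from Hill-equation fits.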
GAA glycogen mod: inhibitors or activators of human alpha-glucosidase glycogen cleavage; Potency, µM (titrated, usually from 76.4 µM), inactives show at the top dose activity change, negative = inhibition, actives largely listed as inhibitors; P10253; actives 0.38% (n = 300,000); recombinant GAA, glycogen substrate, Amplex Red glucose oxidase fluorescence;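 also: potency is read from the fitted curve at half-maximal effect; 0% = full enzyme reaction and -100% = no-enzyme basal signal; the screen sought inhibitors and activators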
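Recombinant human enzyme (4 nM); glycogen substrate; 37 C, 40 min, pH 5.0. Readout: coupled glucose oxidase/Amplex Red fluorescence.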
CBFb RUNX1 block: blocks binding between human CBF-beta and RUNX1; Q01196+Q13951; AlphaScreen CBFb-His/RUNX1-biotin binding, biochemical; Potency, µM (titrated, usually from 59.8 µM), for the others: top-dose activity, negative = inhibition, hits mostly inhibitors; 230,000 tested, under 10 active; AID 1477; also: % of control where 0% means no effect
Target sequence (Q01196 whole entry, looked up): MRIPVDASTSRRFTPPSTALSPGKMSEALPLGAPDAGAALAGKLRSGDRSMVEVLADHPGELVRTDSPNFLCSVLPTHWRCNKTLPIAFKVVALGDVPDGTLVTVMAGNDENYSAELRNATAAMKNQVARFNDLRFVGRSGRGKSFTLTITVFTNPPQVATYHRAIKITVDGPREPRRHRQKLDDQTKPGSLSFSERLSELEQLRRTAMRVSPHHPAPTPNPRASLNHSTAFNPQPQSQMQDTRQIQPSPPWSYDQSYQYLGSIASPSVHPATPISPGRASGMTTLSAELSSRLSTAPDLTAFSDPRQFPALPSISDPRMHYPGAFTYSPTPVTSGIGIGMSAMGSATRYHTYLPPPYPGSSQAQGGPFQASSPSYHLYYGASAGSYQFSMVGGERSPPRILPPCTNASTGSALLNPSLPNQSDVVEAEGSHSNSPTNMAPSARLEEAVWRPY
Target sequence (Q13951 whole entry, looked up): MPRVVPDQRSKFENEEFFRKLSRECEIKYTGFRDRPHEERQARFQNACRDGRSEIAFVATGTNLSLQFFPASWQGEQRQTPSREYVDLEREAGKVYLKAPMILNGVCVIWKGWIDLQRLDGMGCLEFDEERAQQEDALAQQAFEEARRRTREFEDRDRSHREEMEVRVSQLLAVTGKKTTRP
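Interaction loss through any mechanism counts as activity. Pre-formed complex of His-CBF-beta and biotin-RUNX1 (30 nM apiece) is incubated with compound 15 min, then with 50 ng nickel and 50 ng streptavidin beads for 90 min before AlphaScreen detection.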
HTT aggregate: reduces HttQ103-GFP aggregates in PC12 cells. Potency, µM (top dose mostly 46.1 µM), for the others: at the top dose activity change, negative = inhibition, actives largely listed as inhibitors. AID 1688. PC12 HttQ103-GFP aggregates, Acumen cytometry, 40 h. actives 1.1% (n = 220,000); also: potency is read from the fitted curve at half-maximal effect; % is scaled to controls: 0 for no effect and ±100 for the full control effect; nearly all actives have a fitted effect of over 60% in size
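Aggregate formation scored by laser-scanning cytometer (488 excitation, 500–530 emission) in lysed PC12 cells expressing Q103-GFP after 100 nM tebufenozide induction; library tested in dose series, with ATPLite reagent added in the multiplex.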
Active calls of the source: *; ? = inconclusive; / = no result given; [ ] = another dose, or the depositor's remark. Unless noted, calls follow the shape of the dose curve; as a rule, active = well fitted curve in the direction sought with a large enough effect; inconclusive = small, poorly fitted or top-dose-only effect, or another doubt; inactive = no such curve, though single readings can be large; an effect the other way counts as inactive or inconclusive. Random draw from the library; any-hit rate near 1.5%.

SMILES | HTT cytoprotect | LMNA splice mod | GAA spleen mod | GAA inhib | GAA glycogen mod | CBFb RUNX1 block | HTT aggregate
COc1ccc(N2C(=O)c3ccccc3C2=O)cc1 | 8%[10 µM] | 7%[46 µM] | -2% | 7% | -11% | 0% | 12%[9.22 µM]
CCC(=O)NCCc1cc2ccc(C)cc2[nH]c1=O | -13% | -10% | -3% | -1% | -6% | 2% | 30%
Clc1cc(Cl)c2nc(N3CCCCC3)sc2c1 | -20% | -7% | -8% | 0% | 9% | 0% | -26%
O=S(=O)(NCc1cn2ccsc2n1)c1ccc(Oc2ccccc2)cc1 | -32% | 0% | -4% | ? | 1% | -6% | ?
COc1ccc(-c2csc(NC(=O)c3ccccc3NS(=O)(=O)c3ccc(C)cc3)n2)cc1 | 23%[10 µM] | ? | -7% | 6% | 2% | -9% | ?
CCCOC(=O)c1cc(-c2ccc(C=O)o2)ccc1Cl | -10%[10 µM] | -17% | -5% | 1% | 5% | 0% | 23%
CCc1nc2ccccc2n1CCc1ccccc1 | -36%[inhibitor] | / | 0% | 7% | -7% | -1% | 0%
CCc1ccc(CN(C)CCc2ccccn2)cc1 | 10%[10 µM] | 13% | 4% | -2% | -6% | -9% | -4%
COc1cccc(C(=O)Nc2nnc(C3CCCO3)s2)c1 (stereo not drawn) | -49%[inhibitor] | 22% | -8% | 0% | 1% | -4% | 15%
CC(NC(=O)CSc1nc2c(c(C(F)(F)F)n1)CCc1ccccc1-2)c1ccccc1 (stereo not drawn) | 0%[10 µM] | ? | -6% | -8% | -7% | 3% | -13%
C/C=C(\C)C(=O)Nc1cccc(C2=NOC3(C2)C[C@@H](C(N)=O)N(C(=O)c2ccccc2C(=O)c2ccccc2)C3)c1 (stereo partly drawn) | 7%[10 µM] | / | -2% | / | 7% | -15% | -16%[9.22 µM]
CC(=O)Nc1ccc(/C=N/NC(=O)CNS(=O)(=O)c2ccccc2)cc1 | -23%[10 µM] | 15%[46 µM] | 3% | -8% | 3% | -12% | -8%
Cc1noc(C)c1CSc1ncnc2ccccc12 | 12%[10 µM] | ? | -2% | 2%[15.4 µM] | 8% | -2% | 31%
CCc1cc2c(N3CCCCC3)ncnc2s1 | -9%[10 µM] | ? | 8% | 6% | 13% | -5% | -49%
CCn1c2ccccc2c2nc3cc(C(=O)O)ccc3nc21 | -36%[inhibitor] | / | -2% | ? | 10% | 5% | ?
CC(=O)c1ccccc1NS(=O)(=O)c1ccccc1Cl | -21% | -13%[46 µM] | 4% | 6% | -12% | ? | 5%
CC(C)N(C(=S)Nc1cc(S(=O)(=O)N2CCOCC2)ccc1Cl)c1ccccc1 | 12%[10 µM] | -16% | -2% | -8% | 4% | 4% | -8%
Cc1ccnc(NC(=O)C2CCN(S(=O)(=O)c3cccc4nonc34)CC2)c1 | -2% | 0% | -3% | 5% | 3% | 2% | 7%
Cc1cccc(N(CC(=O)NCCSCc2ccccc2)S(C)(=O)=O)c1 | -10%[10 µM] | 4%[46 µM] | 3% | 6% | -12% | 6% | -12%[9.22 µM]
COc1cc(CN(C)Cc2ccccc2)cc(OC)c1O | -3% | -7% | -4% | -1% | ? | 1% | -6%
Cc1ccc(C(=O)n2c(N)nc3ccccc32)cc1 | -92%[inhibitor][10 µM] | / | 4% | 6% | 3% | -2% | 1%[9.22 µM]
COc1ccc(/C=C/C(=O)OCc2nc3ccccc3c(=O)[nH]2)c(OC)c1 | 12%[10 µM] | / | 5% | 3%[15.4 µM] | 1% | -1% | -15%[9.22 µM]
Nc1nonc1C(=O)NCCNC(=O)c1cccs1 | -22% | -2% | 0% | 1% | 7% | 2% | 8%
O=C(N/N=C1\CC(c2ccccc2)Oc2ccccc21)c1cccnc1 (stereo not drawn) | -55%[inhibitor] | ? | -3% | -2% | 1% | -18% | ?

Filtered by structure: the entries above containing two or more sulfur atoms (four)
SMILES | HTT cytoprotect | LMNA splice mod | GAA spleen mod | GAA inhib | GAA glycogen mod | CBFb RUNX1 block | HTT aggregate
O=S(=O)(NCc1cn2ccsc2n1)c1ccc(Oc2ccccc2)cc1 | -32% | 0% | -4% | ? | 1% | -6% | ?
COc1ccc(-c2csc(NC(=O)c3ccccc3NS(=O)(=O)c3ccc(C)cc3)n2)cc1 | 23%[10 µM] | ? | -7% | 6% | 2% | -9% | ?
CC(C)N(C(=S)Nc1cc(S(=O)(=O)N2CCOCC2)ccc1Cl)c1ccccc1 | 12%[10 µM] | -16% | -2% | -8% | 4% | 4% | -8%
Cc1cccc(N(CC(=O)NCCSCc2ccccc2)S(C)(=O)=O)c1 | -10%[10 µM] | 4%[46 µM] | 3% | 6% | -12% | 6% | -12%[9.22 µM]

Ordered by molar mass (largest number first): three of the compounds above
SMILES | HTT cytoprotect | LMNA splice mod | GAA spleen mod | GAA inhib | GAA glycogen mod | CBFb RUNX1 block | HTT aggregate
CC(=O)c1ccccc1NS(=O)(=O)c1ccccc1Cl | -21% | -13%[46 µM] | 4% | 6% | -12% | ? | 5%
CCn1c2ccccc2c2nc3cc(C(=O)O)ccc3nc21 | -36%[inhibitor] | / | -2% | ? | 10% | 5% | ?
Nc1nonc1C(=O)NCCNC(=O)c1cccs1 | -22% | -2% | 0% | 1% | 7% | 2% | 8%

(cont.)
SMILES | HTT cytoprotect | LMNA splice mod | GAA spleen mod | GAA inhib | GAA glycogen mod | CBFb RUNX1 block | HTT aggregate
CN=C1SC(CC(=O)Nc2ccccc2F)C(=O)N1C (stereo not drawn) | -4% | -8% | 8% | -2% | -3% | 25% | -6%
CC1=C(C(=O)OCC2CCCO2)C(c2ccccc2)C2=C(CCCC2=O)N1 (stereo not drawn) | 13% | 5%[46 µM] | -4% | 13% | -6% | 7% | -4%
O=C(Nc1ccccc1)O/N=C/c1ccncc1 | -8% | 4%[0.0737 µM] | -3% | -11% | 9% | -2% | 0%
COCCNC(=O)c1cnn2c1NC(c1ccco1)CC2C(F)(F)F (stereo not drawn) | 3%[10 µM] | -3% | -6% | 2% | 1% | -7% | -6%
CC1CC(=O)N(C)c2cc([N+](=O)[O-])ccc2N1 (stereo not drawn) | -30% | / | -6% | -2% | 3% | 4% | -1%
Cc1ccc(NC(=O)C2CC(=O)N(c3ccc4c5c(cccc35)CC4)C2)cc1 (stereo not drawn) | 18% | 13%[0.0737 µM] | -24% | 1% | -7% | -4% | 5%
CCN(Cc1ccncc1)C(=O)c1cccc(S(=O)(=O)N2CCOCC2)c1 | -8% | 3% | -1% | -7% | 7% | 1% | 1%
O=C1OC(c2ccccc2)=C/C1=C/N1CCOCC1 | -15%[10 µM] | ? | -14% | -10% | -19% | 6% | -11%
O=C(CNC(=O)c1ccccc1Br)N/N=C/c1cc(Br)ccc1O | -152%[inhibitor] | / | 10% | -8% | 6% | -13% | 3.5µM*
CC1SC(C)C(=O)N(CC(=O)Nc2ccc3c(c2)OCO3)C1=O (stereo not drawn) | 12%[10 µM] | -6% | 1% | -2% | -2% | -13% | -12%
CSc1ccccc1NC(=O)COc1ccc(Cl)cc1Cl | 16%[10 µM] | 1% | 4% | -6% | -10% | 25% | ?
Cc1ccsc1/C=N/NC(=O)C(=O)NCC(C)C | -15%[10 µM] | / | -5% | 12% | 1% | 18% | -11%[9.22 µM]

Reprinted from the entries so far for reference:
SMILES | HTT cytoprotect | LMNA splice mod | GAA spleen mod | GAA inhib | GAA glycogen mod | CBFb RUNX1 block | HTT aggregate
CSc1ccccc1NC(=O)COc1ccc(Cl)cc1Cl | 16%[10 µM] | 1% | 4% | -6% | -10% | 25% | ?
Cc1ccsc1/C=N/NC(=O)C(=O)NCC(C)C | -15%[10 µM] | / | -5% | 12% | 1% | 18% | -11%[9.22 µM]

Remaining list, next part
SMILES | HTT cytoprotect | LMNA splice mod | GAA spleen mod | GAA inhib | GAA glycogen mod | CBFb RUNX1 block | HTT aggregate
Brc1ccc(COn2ccnc2)cc1 | -8% | / | -8% | 6% | 4% | 11% | 11%
N#CC1(C#N)CC(C=O)=C(N)C1(C#N)CC(=O)c1ccc(F)cc1 (stereo not drawn) | 6% | 8% | 7% | 3% | ? | 3% | -11%
COc1ccc(C(=O)c2coc3ccc(O)c(CN(C)C)c23)cc1 | -29% | -7% | 4% | 1%[15.4 µM] | -3% | -4% | 10%
O=C(/C=C/c1ccccc1[N+](=O)[O-])NC1CCCC1 | -30% | / | 9% | 4% | 11% | -1% | 28%
Cc1ccc(C2c3c(oc4ccccc4c3=O)C(=O)N2c2nnc(C(C)C)s2)o1 (stereo not drawn) | -7% | -4% | 3% | -2% | -1% | 9% | 1%
CC(=O)Nc1ccc(Sc2ncccc2C(=O)Nc2ccc(OC(F)(F)F)cc2)cn1 | -5%[10 µM] | 4% | -2% | -19% | 2% | 9% | 18%
CCN(CC)S(=O)(=O)c1ccc(C(=O)C(C#N)c2ccccn2)cc1 (stereo not drawn) | 18% | 1% | -3% | -12% | 0% | 2% | 1%
Cc1c(NC(=O)CC(O)(C(F)(F)F)C(F)(F)F)c(=O)n(-c2ccccc2)n1C | 4% | 12% | -5% | -4% | -10% | 4% | 7%
COc1ccc(C(=O)C2CCCN(Cc3cccn3-c3cccnc3)C2)cc1OC (stereo not drawn) | 6%[10 µM] | / | 2% | / | -14% | -11% | -3%[9.22 µM]
COn1c(SCc2ccccc2)nc2ccccc2c1=O | -36% | 6% | 5% | -7% | 2% | 14% | ?
Cc1ccc(Cn2cccc2/C=C2/C(=N)N3C=CSC3=NC2=O)cc1 | ? | ? | -7% | 2% | -3% | 1% | 6%
COc1ccc(N(CC(=O)Nc2cc(C)ccc2OC)S(=O)(=O)c2c(C)noc2C)cc1 | -1% | ? | -2% | ? | -9% | 4% | 7%
CSCCC(NS(=O)(=O)c1ccc(Cl)cc1)C(=O)OCC(=O)N1CCCc2ccccc21 (stereo not drawn) | -3%[10 µM] | -9% | -2% | -12% | -1% | -7% | 31%
CCOc1ccc(Br)cc1S(=O)(=O)Nc1ccc(C(=O)Nc2ccccc2OC)cc1 | 1%[0.074 µM] | 4% | 4% | -11% | -3% | 5% | 14%
C/C(=N\NC(=O)c1ccccc1O)c1ccc(Br)s1 | -40%[10 µM] | ? | 9% | 1% | -8% | 7% | -8%
CN(C)c1ccc(/C=N/NC(=O)c2cnc3ccccc3c2)cc1 | -10%[10 µM] | / | 0% | / | -14% | 8% | -12%[9.22 µM]
COc1ccc(CNC(=O)CN2C(=O)NC3(CCCCCC3)C2=O)cc1OC | -40% | ? | -4% | 9% | 10% | 2% | 32%

Assay outcomes (PubChem BioAssay)
